KB-3-1 tox: kills parental KB-3-1 adenocarcinoma cells | KB-3-1 viability, CellTiter-Glo ATP luminescence, 72 h | Potency, µM (doses to about 46.1 µM), for the others: at the top dose activity change, negative = cytotoxic, usual class: cytotoxic | 400,000 tested, 1.4% active; also: potency is read from the fitted curve at half-maximal effect; % is scaled to controls: 0 for no effect and ±100 for the full control effect; nearly all actives have a fitted effect of over 60% in size
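Cells are dispensed, compounds pinned in, plates held at 37 °C for 72 h, then CellTiter-Glo is added and luminescence read after 10 minutes. Cell line: parental KB-3-1 in phenol-red-free DMEM, 10% FBS.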
D3 antag: blocks the human D3 dopamine receptor; P35462; 360,000 tested, 2.5% active; max response, negative = inhibition, %; AID 652054; D3R cells, DiscoveRx beta-arrestin luminescence, antagonist mode; active compounds read low; in the data active = max response below about -50%; inconclusive = no clear call, values can overlap the other calls; also: % is scaled to controls: 0 for no effect and ±100 for the full control effect; mostly tested at two doses, the higher about 12 µM
Target sequence (P35462 whole entry, looked up): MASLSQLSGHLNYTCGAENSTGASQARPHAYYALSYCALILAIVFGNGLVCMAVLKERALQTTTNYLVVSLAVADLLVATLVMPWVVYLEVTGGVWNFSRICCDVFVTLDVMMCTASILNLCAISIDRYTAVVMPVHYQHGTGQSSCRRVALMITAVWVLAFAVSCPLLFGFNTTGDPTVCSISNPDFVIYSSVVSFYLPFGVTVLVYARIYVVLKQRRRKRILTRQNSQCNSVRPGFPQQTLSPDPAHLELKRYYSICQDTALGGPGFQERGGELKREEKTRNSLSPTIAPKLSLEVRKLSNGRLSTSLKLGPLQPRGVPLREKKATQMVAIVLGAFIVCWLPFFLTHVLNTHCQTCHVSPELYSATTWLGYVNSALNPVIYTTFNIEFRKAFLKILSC
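Cells expressing the human receptor were seeded at 1500 cells/well, incubated overnight at 37 degrees C in 5% CO2, then exposed to library compounds with dopamine controls for 90 minutes at 37 degrees C before luminescent detection.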
HT1080NT lethal: kills 2HG-producing HT-1080-NT fibrosarcoma cells | Potency, µM (series often up to 46.1 µM), inactives show at the top dose activity, negative = less viability, hits mostly cytotoxic | HT-1080-NT fibrosarcoma viability, CellTiter-Glo ATP luminescence, 48 h | AID 686970 | 360,000 tested, 1.6% active;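 also: NT is the 2HG producing partner of a matched IDH1 knockdown line; potency is read from the fitted curve at half-maximal effect; 0% = DMSO-treated cells and -100% = media-only wells without cells; nearly all actives have a fitted effect of over 55% in size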
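Toxicity toward the 2HG-producing NT line was scored as %Activity, normalised to DMSO and no-cell wells, from CellTiter-Glo luminescence after 48 hours' treatment.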
DRD3 agonist: D3 dopamine receptor (human) agonism; 410,000 tested, 0.58% active; max activation, %; D3R DiscoveRx beta-arrestin cells, luminescence, 90 min; P35462; AID 652048; in the data active = max activation above about 30%; also: 0% is about no effect; mostly tested at two doses, the higher about 12 µM
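Agonist mode: compounds and dopamine controls were applied to plated cells for 90 min at 37 degrees C after an overnight attachment at 1500 cells/well. Luminescent read-out followed 30 - 60 minutes at room temperature with DiscoveRx detection reagent.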
HT1080 IDH1KD tx: HT-1080 IDH1 knockdown cell toxicity (counter line) | HT-1080 IDH1 knockdown viability, ATP luminescence, 48 h | Potency, µM (titrated, usually from 46.1 µM), for the others: at the highest dose activity, negative = toxicity, usual class: cytotoxic | 360,000 tested, 2% active | AID 686971;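 also: potency is read from the fitted curve at half-maximal effect; 0% = DMSO wells and -100% = cell-free medium wells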
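HT-1080-IDH1KD cells (IDH1 knocked down), 750/well in RPMI with 5% FBS, treated with compound 48 h at 37 degrees C. Viability by CellTiter-Glo luminescence, normalised to DMSO and no-cell wells; concentration-response curves classed.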
IL-1B inflam inh: inhibitors of inflammasome signaling (IL-1 beta secretion); THP-1 LPS/ATP IL-1B secretion, AlphaLISA, 16 h; active compounds read low; activity change, % at 57.5 µM; 360,000 tested, 4.7% active; in the data active = activity change below about -50%; inconclusive = mostly about -30% to -49%; also: % is scaled to controls: 0 for no effect and ±100 for the full control effect
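Secreted IL-1B measured by AlphaLISA bead assay after 16 h compound exposure of THP-1 cells; compounds (final up to 57.5 uM) added 1 h before LPS (250 ng/mL) and ATP (1.25 mM) stimulation; lower signal means less secretion.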
GLP1R ag: agonists of human GLP-1 receptor; HEK293 GLP-1R CRE-luciferase, luminescence, 4-6 h; cells express a hypersensitive GLP-1R form; Potency, µM (top dose mostly 45.6 µM), for inactives: at the highest dose activation, usual class: activators; 380,000 tested, 0.007% active; also: potency is read from the fitted curve at half-maximal effect; % of control where 0% means no effect
Target sequence (P43220 whole entry, looked up): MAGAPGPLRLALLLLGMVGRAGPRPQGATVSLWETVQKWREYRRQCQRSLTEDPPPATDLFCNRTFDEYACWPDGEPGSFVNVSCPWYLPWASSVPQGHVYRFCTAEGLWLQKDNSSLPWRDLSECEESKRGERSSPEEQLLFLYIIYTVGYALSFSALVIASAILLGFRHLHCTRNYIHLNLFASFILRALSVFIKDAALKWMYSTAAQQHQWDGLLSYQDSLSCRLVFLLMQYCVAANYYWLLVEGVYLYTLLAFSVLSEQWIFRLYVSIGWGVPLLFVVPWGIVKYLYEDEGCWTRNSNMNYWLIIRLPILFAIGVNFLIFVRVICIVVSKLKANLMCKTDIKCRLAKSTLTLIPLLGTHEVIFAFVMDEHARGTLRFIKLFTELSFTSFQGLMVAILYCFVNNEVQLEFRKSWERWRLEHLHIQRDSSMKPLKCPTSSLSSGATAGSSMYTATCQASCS
SW480 rereplic: induces DNA re-replication in SW480 colon adenocarcinoma cells; SW480 DNA re-replication, Hoechst DNA content imaging, 48 h; Potency, µM (top dose mostly 46.1 µM), inactives show top-dose re-replication activation, usual class: activators; 340,000 tested, 1.8% active; AID 624297; also: potency is read from the fitted curve at half-maximal effect; % of control where 0% means no effect; nearly all actives have a fitted effect of over 55% in size
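Readout is total intensity of Hoechst-stained nuclei, excited at 405 nm and collected at 500-530 nm. Compound treatment lasted 48 hr at 37 C in 5% CO2 before staining.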
KB-V1 MDR tox: KB-V1 MDR subline cytotoxicity. KB-V1 MDR cells viability, CellTiter-Glo, 72 h. Potency, µM (doses to about 46.1 µM), without a hit: top-dose activity change, negative = cytotoxicity, hits mostly cytotoxic. 400,000 tested, 3.4% active; also: potency is read from the fitted curve at half-maximal effect; % is scaled to controls: 0 for no effect and ±100 for the full control effect; nearly all actives have a fitted effect of over 60% in size
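Cytotoxicity via CellTiter-Glo luminescence after 72 h compound exposure at 37 degrees C. Cells: drug-selected KB-V1 line, DMEM phenol-red free plus 10% FBS. Compounds tested at multiple concentrations; normalized data fitted to concentration-effect curves.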
Starred values were filed as active, the others as inactive; ? = inconclusive; · = no result given; [ ] = another dose, or the depositor's remark. Unless noted, calls follow the shape of the dose curve; as a rule, active = well fitted curve in the direction sought with a large enough effect; inconclusive = small, poorly fitted or top-dose-only effect, or another doubt; inactive = no such curve, though single readings can be large; an effect the other way counts as inactive or inconclusive.

Order of results – KB-3-1 tox, D3 antag, HT1080NT lethal, DRD3 agonist, HT1080 IDH1KD tx, IL-1B inflam inh, GLP1R ag, SW480 rereplic, KB-V1 MDR tox
> CCC(C)NC(=O)c1cn(-c2cccc(OC)c2)c(=O)c2ccccc12 (stereo not drawn)
 : -1.1%, 2.1, 4.4%, 0.4, 13.5%, -17.9, 3.2%, -10.2%, 18.8%
> CCCc1nc2c(c(=O)c3ccccc3n2C)c(=O)n1C1CCCCCC1
 : ?, -13.7, -20.6%, -5.0, ?, 15.1, 2.6%, 3.0%, ?
> COc1ccc(NC(=O)CC2C(=O)N(C)C(=S)N2Cc2cccs2)cc1 (stereo not drawn)
 : -9.0%, 8.8, -7.9%, -5.6, -7.4%, -7.6, 3.8%, -4.7%, -23.9%
> CN(C)S(=O)(=O)c1cccc(NC(=O)COC(=O)COc2ccc(Br)cc2)c1
 : 6.7%, 2.6, 7.5%, 4.4, 1.8%, -10.8, 9.4%, 1.9%, -6.2%
> O=C(Nc1ccc(F)cc1)N(CCCN1CCOCC1)Cc1cc2cc3c(cc2[nH]c1=O)OCO3
 : ?, 16.3, -0.3%, -1.5, -9.2%, 0.1, 2.7%, -1.1%, -12.4%
> NS(=O)(=O)c1ccc(NC(=S)Nc2nn(Cc3ccc(Cl)cc3Cl)cc2Cl)cc1
 : -9.0%, 7.3, -2.8%, -1.9, -12.1%, -18.4, 0.8%, ?, -3.8%
> Cc1c(NC(=O)C(C)OC(=O)c2nc(Cl)ccc2Cl)c(=O)n(-c2ccccc2)n1C (stereo not drawn)
 : ·, 9.4, 1.6%, 2.6, 5.2%, 11.3, -9.6%, -5.8%, ·
> COc1ccc(Nc2nc(-c3sc(C)nc3C)cs2)cc1
 : 5.8µM*, 17.3, 5.17µM*, -1.8, 3.66µM*, 40.8, ?, 1.46µM*, 1.64µM*
> Cc1cc(C)cc(NC(=O)CSc2ccccc2)c1
 : -15.8%, ?, 5.1%, -3.5, 3.9%, ?, 13.8%, -1.7%, 0.0%
> CCN(CCCNC(=O)C1CCN(S(=O)(=O)CC)CC1)c1ccccc1
 : 0.9%, -12.3, 0.6%, 1.7, -0.9%[9.24 µM], 27.1, 0.0%, 10.0%, -0.5%
> CSc1ccccc1NC(=O)CN(C)Cc1ccc(Br)cc1
 : 10.5%, ?, -0.9%, -37.7, -22.7%, ?, 17.4%, 2.5%, -22.6%
> CCSc1nnc(NC(=O)NC(C)(C(F)(F)F)C(F)(F)F)s1
 : -27.4%, 5.8, ?, 0.9, ?, -25.7, -1.2%, ?, -25.1%
> COc1ccc(S(=O)(=O)Nc2ccc(F)cc2F)cc1C(=O)N1CCOCC1
 : ?, 9.8, 2.1%, -0.5, 14.3%, 15.3, 1.4%, -1.2%, -0.5%
> CC1=CCC(C(C)(C)NC(=O)c2ccccc2)C/C1=N\O (stereo not drawn)
 : -1.8%, 17.8, 19.4%, 12.7, -6.4%, 0.0, -7.6%, -4.1%, 1.3%
> Clc1ccc(C2=NNC(=NCc3ccccc3)SC2)cc1
 : 0.4%, -21.2, -18.8%, 0.2, ?, -4.2, 9.3%, -8.2%, ?
> O=C(NCc1ccccc1)c1ccc(C(=O)NCc2ccccc2)cc1
 : 0.0%, 46.3, 7.6%, 6.4, 5.4%, 0.0, 0.2%, -5.3%, 13.8%
> CC1CCCCN1C(=O)CN1CCC(c2nc3ccc(Cl)cc3[nH]2)CC1 (stereo not drawn)
 : -11.4%, -2.9, -18.5%, 0.3, -9.6%, -11.5, 8.9%, 10.3%, -26.8%
> CC(=O)N(C)C1(c2nnnn2CCOC(=O)Nc2ccc(Cl)cc2)CCCCC1
 : 11.5%, -19.8, 9.1%, 1.7, 10.1%, 9.6, 1.6%, -2.4%, 0.7%
> COc1ccc(-n2ncc3c(N4CCC(C)CC4)ncnc32)cc1
 : ?, 2.5, 10.8%, 0.5, -3.4%, -18.7, -0.4%, 0.9%, 3.5%
> Cn1c(SCC(=O)N2CCc3ccccc32)nc2cccnc21
 : -6.9%, 43.0, -12.2%, 6.8, -13.5%, -9.5, -1.2%, -13.8%, -28.7%
> COc1cc(C(=O)Nc2nc3ccccc3s2)ccc1OCc1c(C)noc1C
 : ?, 31.8, -7.1%, -21.2, -13.3%, -16.3, 5.3%, 16.4µM*, -19.7%
> COc1cccc(C(C)(O)c2nc(-c3ccc(OC)nc3)cs2)c1 (stereo not drawn)
 : 0.0%, 12.5, ?, 3.8, ?, 10.0, 16.4%, ·, -26.1%
> COc1ccccc1NC(=O)NC1(C(=O)N2CCC(O)CC2)CCCCC1
 : -9.9%, 9.6, 3.2%, 2.6, 1.7%, 10.1, -6.3%, -3.2%, ?
> CC(=O)N(CC(=O)O)c1ccccc1
 : 9.7%, 15.7, 16.6%, 5.2, 21.4%, 16.8, -5.3%, -0.3%, 26.7%
> COc1ccccc1-c1nc(C#N)c(N2CC(C)CC(C)C2)o1 (stereo not drawn)
 : -8.3%, 19.3, -1.6%, 2.9, -1.0%, -6.4, -2.8%, 0.0%, -1.1%
> C[C@@H]1CNC(=O)c2c(C(=O)Nc3ccc(CNC(=O)OC(C)(C)C)cc3)ncn21
 : -25.9%, 32.6, -12.1%, 1.5, -9.9%, -12.3, 13.8%, ·, ?
> COc1ccc(S(=O)(=O)N2CCCCC2)cc1N(C)S(=O)(=O)c1ccccc1
 : -7.6%, -8.5, 0.5%, -7.9, -5.0%, 23.1, 2.8%, 15.7%, -19.3%
> O=C(CCN1C(=O)S/C(=C\c2cccs2)C1=O)Nc1nccs1
 : -9.9%, -10.8, 0.1%, 3.6, 0.4%, 0.0, -1.9%, -6.0%, 4.1%
> COc1ccc(N2CCN(C(=O)CCNS(=O)(=O)c3ccc(C)cc3)CC2)cc1
 : -8.2%, -11.2, 0.1%, 1.2, -4.4%, 0.0, 4.5%, -13.3%, -23.1%
> NS(=O)(=O)c1ccc(CNC(=O)c2ccc(Br)o2)cc1
 : 0.0%, 10.5, 7.2%, -4.1, 14.7%, -5.7, -7.1%, -8.6%, 6.2%
> CN1CCOc2c1cnn(CCO)c2=O
 : 0.0%, 1.2, 23.5%, 8.0, 10.2%, 20.2, 1.8%, ·, 3.1%
> Cc1ccc(S(=O)(=O)N2CCN(C(=O)CSc3nnc(-c4ccco4)o3)CC2)cc1
 : 1.5%, -9.2, -2.8%, 1.6, -8.3%, -8.8, -0.9%, -11.1%, -9.4%
> O=C(Nc1cccc(NC(=O)c2cccc([N+](=O)[O-])c2)n1)c1cccc([N+](=O)[O-])c1
 : 0.9%, -1.0, 7.7%, 0.3, 10.6%, 17.1, 0.0%, -6.1%, 0.5%
> COc1cc(-c2nnc(COC(=O)CSc3cc(C)c4ccccc4n3)o2)cc(OC)c1OC
 : 16.1%, 10.6, 3.7%, 3.1, 14.3%, -0.8, -1.1%, 0.0%, 12.2%
> CCOC(=O)N1CCN(C(=O)c2ccc3c(=O)n(CCc4ccccc4)c(=S)[nH]c3c2)CC1
 : -2.2%, 1.0, 1.0%, -0.3, -14.4%, 34.3, -10.8%, -3.9%, ?
> COc1ccc(/C=N/N(C)C2=NS(=O)(=O)c3ccccc32)cc1OC
 : 7.1%, 54.1, 9.5%, 7.2, 5.1%, 1.8, ?, ?, 19.0%
> COc1ccc(-n2c(C)cc(C=O)c2C)cc1Cl
 : -16.8%, -3.9, 3.8%, -0.2, -11.1%, -0.8, 15.3%, ?, -14.8%
> CCCCNC(=O)c1nc(C2CCN(S(=O)(=O)c3c(F)cccc3F)CC2)oc1-c1cccc(C(F)(F)F)c1
 : 0.1%, 13.5, 2.1%, 6.9, 0.6%, 0.0, 2.2%, ·, 2.0%
> Cc1noc(C)c1NC(=O)N(C)C[C@H]1OCCCC[C@@H](C)Oc2ccc(NS(=O)(=O)c3ccccc3)cc2C(=O)N([C@H](C)CO)C[C@@H]1C
 : 0.0%, -0.7, 3.8%, 0.1, 13.5%, -17.7, -0.7%, ·, ?
> Cc1ccc2nc(-c3sc4nc(C)cc(C)c4c3N)[nH]c2c1
 : ?, 12.0, 2.6%, 0.3, 3.1%, 20.3, -2.4%, 11.6µM*, ?
> CC(C)OP(=O)(c1ccc(N(C)C)cc1)C(O)c1ccccc1 (stereo not drawn)
 : 3.9%, 8.5, -5.7%, -1.9, 5.1%, 23.3, 1.5%, -6.6%, 19.7%
> COCc1[nH][nH]c(=O)c1C=Nc1ccc(Cl)cc1
 : -4.6%, -2.1, 1.0%, -5.1, -8.4%, -12.9, -6.4%, 8.3%, 5.5%
> CCC1Sc2ccccc2N(CC(=O)NC2CCCCC2)C1=O (stereo not drawn)
 : -13.7%, 6.8, 14.0%, 1.8, 21.2%, -5.2, -10.7%, -7.1%, 0.9%
> COc1ccc(NC(=S)N2CCc3cc(OC)c(OC)cc3C2)cc1
 : -11.9%, -0.9, -4.8%, -0.9, -1.7%, -22.2, 5.1%, -6.7%, -9.2%
> COc1ccc(OC)c(Nc2nc(N)nc(-c3cc4ccccc4o3)n2)c1
 : ?, 57.7, -27.9%, 6.1, 2.0%[9.24 µM], -5.9, -11.6%, ?, 14.6µM*
> Cc1noc(C)c1-c1ccc2nc[nH]c(=O)c2c1
 : 13µM*, ·, ·, ·, ·, ·, 10.8%, -30.6%[9.22 µM], ?

A stretch taken from the entries so far, for reference:
Order of results – KB-3-1 tox, D3 antag, HT1080NT lethal, DRD3 agonist, HT1080 IDH1KD tx, IL-1B inflam inh, GLP1R ag, SW480 rereplic, KB-V1 MDR tox
> CN1CCOc2c1cnn(CCO)c2=O
 : 0.0%, 1.2, 23.5%, 8.0, 10.2%, 20.2, 1.8%, ·, 3.1%
> Cc1ccc(S(=O)(=O)N2CCN(C(=O)CSc3nnc(-c4ccco4)o3)CC2)cc1
 : 1.5%, -9.2, -2.8%, 1.6, -8.3%, -8.8, -0.9%, -11.1%, -9.4%
> O=C(Nc1cccc(NC(=O)c2cccc([N+](=O)[O-])c2)n1)c1cccc([N+](=O)[O-])c1
 : 0.9%, -1.0, 7.7%, 0.3, 10.6%, 17.1, 0.0%, -6.1%, 0.5%

Compound activity (PubChem)
